ALDH1A1 inh = ALDH1A1 (human) enzyme inhibition; P00352; Purified ALDH1A1, NADH fluorescence, propionaldehyde substrate; Potency, µM (doses to about 75.3 µM), for the others: at the highest dose activity, negative = inhibition, most hits filed as inhibitors; 220,000 tested, 7.3% active; active means well fitted inhibition curve with a large enough effect, not every such curve was filed as active; inconclusive means small, poorly fitted or top-dose-only effect, or another doubt; inactive means no such curve, though single readings can be large or run the other way;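 further: plate controls were no enzyme wells and a reference inhibitor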
aGal spleen mod = inhibits or activates alpha-galactosidase in human spleen homogenate. human spleen homogenate, 4MU-alpha-Gal fluorescence, 40 min. 240,000 tested, 0.008% active. AID 2107. P06280. Potency, µM (highest dose often 80 µM), for inactives: top-dose activity change, negative = inhibition, most hits filed as inhibitors;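 further: 0% = enzyme with vehicle and -100% = no enzyme basal signal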
Target sequence (P06280 32-429 limits assumed): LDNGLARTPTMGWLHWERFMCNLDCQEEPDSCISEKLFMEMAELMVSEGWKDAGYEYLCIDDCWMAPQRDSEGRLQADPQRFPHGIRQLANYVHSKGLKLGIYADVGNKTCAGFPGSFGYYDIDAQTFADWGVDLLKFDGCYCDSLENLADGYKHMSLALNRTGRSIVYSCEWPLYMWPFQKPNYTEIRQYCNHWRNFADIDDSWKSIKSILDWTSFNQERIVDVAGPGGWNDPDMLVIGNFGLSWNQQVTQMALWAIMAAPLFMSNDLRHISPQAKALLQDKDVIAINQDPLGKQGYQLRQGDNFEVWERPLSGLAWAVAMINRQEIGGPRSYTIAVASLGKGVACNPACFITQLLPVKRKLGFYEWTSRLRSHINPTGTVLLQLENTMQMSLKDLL
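Inhibition or activation of alpha-galactosidase in human spleen homogenate is scored by 4-MU fluorescence after 40 min at 37C, pH 5.0, with 1 mM substrate. AC50s come from concentration-response fitted to the Hill equation.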
GoLoco inh red = RGS12 GoLoco-Gai1 interaction inhibition; AID 880; Potency, µM (highest dose often 61.6 µM), for the others: at the top dose activity, negative = inhibition, hits mostly inhibitors; 230,000 tested, 0.44% active; Gai1:RGS12 GoLoco peptide FP, rhodamine, 10 min; active means well fitted inhibition curve with a large enough effect, not every such curve was filed as active; inactive means no such curve, though single readings can be large or run the other way; further: on the % scale 0 is the no-effect control and ±100 the full control effect; nearly all actives have a fitted effect of over 30% in size; many of its hits are not listed in these tables
Target sequence (P63096 whole entry, looked up): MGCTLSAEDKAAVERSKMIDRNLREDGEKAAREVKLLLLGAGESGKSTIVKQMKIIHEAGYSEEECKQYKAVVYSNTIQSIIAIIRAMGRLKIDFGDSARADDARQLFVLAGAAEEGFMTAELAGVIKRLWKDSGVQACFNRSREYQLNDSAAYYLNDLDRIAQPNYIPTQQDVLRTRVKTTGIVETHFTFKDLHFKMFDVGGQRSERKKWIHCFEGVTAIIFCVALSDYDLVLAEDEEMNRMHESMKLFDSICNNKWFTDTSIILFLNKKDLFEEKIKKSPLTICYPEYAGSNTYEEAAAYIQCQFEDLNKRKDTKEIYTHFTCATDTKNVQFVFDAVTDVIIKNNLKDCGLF
GAA inhib = alpha-glucosidase (human) inhibition | P10253 | purified human GAA, 4-MU-alpha-glucoside fluorescence | Potency, µM (titrated, usually from 76.9 µM), inactives show at the highest dose activity change, negative = inhibition, usual class: inhibitors | 200,000 tested, 0.005% active;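 further: plate controls were uninhibited enzyme wells for no effect and no-enzyme background for full effect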
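qHTS format, compound range up to 77 uM. Human lysosomal enzyme at 4 nM, 400 uM 4-MU glucoside substrate, pH 5.0, 20 min room temperature; fluorescence after alkaline stop gives activity normalized to controls.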
JMJD2E inh = JMJD2E (human) inhibition | 230,000 tested, 1.6% active | Potency, µM (doses to about 57.1 µM), without a hit: top-dose activity change, negative = inhibition, usual class: inhibitors | AID 2147 | JMJD2E catalytic domain, FDH-coupled NADH fluorescence (FDH is formaldehyde dehydrogenase) | B2RXH2; active means well fitted inhibition curve with a large enough effect, not every such curve was filed as active; inconclusive means small, poorly fitted or top-dose-only effect, or another doubt; inactive means no such curve, though single readings can be large or run the other way;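 further: 0% = wells with enzyme and -100% = buffer wells without enzyme; nearly all actives have a fitted effect of over 50% in size; many of its hits are not listed in these tables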
Target sequence (B2RXH2 1-337 limits assumed): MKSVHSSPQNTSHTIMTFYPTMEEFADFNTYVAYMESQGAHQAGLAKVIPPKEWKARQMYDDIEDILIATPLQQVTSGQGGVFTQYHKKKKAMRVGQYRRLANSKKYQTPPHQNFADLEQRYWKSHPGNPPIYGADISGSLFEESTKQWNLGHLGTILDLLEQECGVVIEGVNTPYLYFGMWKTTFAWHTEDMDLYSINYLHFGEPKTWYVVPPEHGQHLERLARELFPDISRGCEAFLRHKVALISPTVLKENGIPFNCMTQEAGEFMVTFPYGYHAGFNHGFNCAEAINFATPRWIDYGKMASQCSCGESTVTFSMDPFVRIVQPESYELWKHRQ
GAA spleen mod = lysosomal alpha-glucosidase (human) modulation; P10253; human spleen homogenate, 4-MU-alpha-glucoside fluorescence; Potency, µM (top dose mostly 79.9 µM), for the others: top-dose activity change, negative = inhibition, hits mostly inhibitors; 240,000 tested, 0.006% active;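 further: 0% = enzyme with vehicle and -100% = no enzyme basal signal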
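Human spleen homogenate (1 ug) with 4-methylumbelliferyl-alpha-D-glucopyranoside (1 mM final) in 50 mM citrate/phosphate pH 5.0, 0.01% Tween-20; 40 min at 37 C. Stopped at pH 10; 4-MU fluorescence Ex 365/Em 440 nm; AC50 by Hill fit.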
GAA glycogen mod = GAA glycogen-cleavage inhibition or activation; recombinant GAA, glycogen substrate, Amplex Red glucose oxidase fluorescence; P10253; 300,000 tested, 0.38% active; Potency, µM (doses to about 76.4 µM), for inactives: at the highest dose activity change, negative = inhibition, most hits filed as inhibitors;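 further: 0% = full enzyme reaction and -100% = no-enzyme basal signal; the screen sought inhibitors and activators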
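Natural-substrate format: glycogen cleavage by 4 nM human enzyme, glucose read by Amplex Red coupling (Ex 573, Em 610 nm). Normalized to enzyme and no-enzyme controls.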
SMN2 splice up = enhancers of SMN2 splice variant expression | 210,000 tested, 2.8% active | HEK293 SMN2-luciferase splicing reporter, luminescence, 30-36 h | AID 1458 | Potency, µM (doses to about 46.1 µM), inactives show at the highest dose activity change, positive = activation, hits mostly activators; further: % of control where 0% means no effect; nearly all actives have a fitted effect of over 55% in size
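qHTS luciferase splicing reporter: luminescence rises when SMN2 exon 7 is included in transfected HEK293 cells. Compound exposure lasted 30-36 h at 37C, with 4.5 mM final sodium butyrate as control, followed by a ONE-Glo read.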
Numbers without * were called inactive; ? = inconclusive; . = not tested or not shown; [ ] = another dose, or the depositor's remark. Unless noted, the call rests on the fitted dose curve; in most records, active means well fitted curve in the direction sought with a large enough effect; inconclusive means small, poorly fitted or top-dose-only effect, or another doubt; inactive means no such curve, though single readings can be large; an effect the other way counts as inactive or inconclusive. Potency means the concentration at half of the fitted maximal effect. Some of the compounds tested; rates above refer to the full screens.

[1] Cc1cc(SCC(=O)Nc2cccc(S(=O)(=O)NC3=NCCCCC3)c2)nc2ccccc12
[2] O=C(O)c1ccc(N=NN2CCCC2)cc1
[3] CC(NC(=O)c1ccc(Cl)s1)C1CCCO1 (stereo unspecified)
[4] CC(C)OC(=O)CSc1nnc2c(n1)[nH]c1ccc(F)cc12
[5] O=C(O)c1cc(N/N=C/c2ccc(N3CCOCC3)cc2)ccc1Cl
[6] CC(=O)Nc1ccc(C(=O)N/N=C/C2CC3C=CC2C3)cc1 (stereo unspecified)
screen / no.	1	2	3	4	5	6
aGal spleen mod	6%	18%	-2%	3%	8%	1%
GAA spleen mod	0%	-3%	-9%	-1%	-11%	2%
ALDH1A1 inh	.	7%	10%	1%	.	1%
GAA glycogen mod	-5%	?	2%	2%	?	-15%
GAA inhib	.	2%	-3%	2%	.	4%
GoLoco inh red	62%[activator]	-3%	7%	3%	4%	8%
SMN2 splice up	.	9%	?	-7%	.	-4%
JMJD2E inh	-14%	0%	5%	10%	?	50%[activator]

[7] Cc1cc(=O)oc(C)c1C(=O)N1CCc2c([nH]c3ccccc23)C1C(C)C (stereo unspecified)
[8] O=C(Cn1cc2c(n1)CCCC2)N1CCCC1
[9] CCOc1ccc(N(C(C)C(=O)N/N=C(\C)c2cccc(NC(=O)c3ccccc3)c2)S(C)(=O)=O)cc1 (stereo unspecified)
[10] Cc1ccc(OCC(=O)Nc2ccc3c(c2)OCO3)cc1C
[11] COCC(C)NC(=S)NCCc1ccc(Cl)cc1Cl (stereo unspecified)
[12] COc1ccc(C(C)C)cc1S(=O)(=O)Nc1ccccn1
screen / no.	7	8	9	10	11	12
aGal spleen mod	7%	7%	-1%	-6%	-2%	2%
GAA spleen mod	1%	5%	-5%	-2%	0%	5%
ALDH1A1 inh	-4%	6%	20%	-6%	1%	?
GAA glycogen mod	-7%	19%	1%	13%	-3%	7%
GAA inhib	4%[15.4 µM]	-13%	-7%	-1%	-14%	-1%
GoLoco inh red	8%	13%	-2%	9%	9%	-5%
SMN2 splice up	-1%	-21%	-4%	.	-20%	?
JMJD2E inh	-1%	-1%	-2%	7%	7%	3%

[13] CCOC(=O)NNC(=O)c1ccc(Cl)cc1
[14] Cc1ccc(C)n1-c1cc(S(=O)(=O)N2CCOCC2)ccc1N1CCCC1
[15] O=C(COC(=O)CNC(=O)c1ccccc1F)NCC(F)(F)F
[16] CCN(CC)S(=O)(=O)c1ccc(NC(=O)c2ccc(CN3CCOCC3)cc2)cc1
[17] O=C(Nc1ncccn1)C1c2ccccc2Oc2ccccc21
[18] CC(C)C(=O)Nc1ccc(C(=O)N/N=C/C2CC3C=CC2C3)cc1 (stereo unspecified)
screen / no.	13	14	15	16	17	18
aGal spleen mod	-2%	-9%	1%	1%	0%	0%
GAA spleen mod	-5%	-6%	-23%	-2%	-5%	-7%
ALDH1A1 inh	-3%	?	1%	0%	6%	1%
GAA glycogen mod	18%	15%	-11%	1%	-2%	-22%
GAA inhib	-4%	-7%	14%	3%	3%	-7%
GoLoco inh red	4%	37%[activator]	3%	5%	-2%	9%
SMN2 splice up	?	-33%[inhibitor]	6%	-102%[inhibitor]	-1%	-1%
JMJD2E inh	-3%	?	1%	4%	-8%	14%

[19] CC(=O)c1cccc(NC(=S)Nc2ccn(Cc3cccc4ccccc34)n2)c1
[20] COC(=O)[C@@]1(Cc2ccc(OC)cc2)[C@H]2c3cc(C(=O)N4CCCC4)n(Cc4ccccn4)c3C[C@H]2CN1C(=O)c1ccccc1
[21] O=c1[nH]c2c(s1)C(c1cccnc1)C1C3CCC(C3)C1S2 (stereo unspecified)
[22] CCn1ccnc1[C@@H]1C[C@H]2CN(Cc3cccc(Cl)c3)C(=O)[C@]23CCCN13
[23] Cc1ccc(-n2nnc3c(=O)n(Cc4ccccc4C)cnc32)cc1
[24] O=C(Cc1ccc(F)cc1)Nc1cccc(-c2ccc3nncn3n2)c1
screen / no.	19	20	21	22	23	24
aGal spleen mod	1%	-5%	-1%	5%	4%	-3%
GAA spleen mod	4%	2%	0%	5%	-9%	-4%
ALDH1A1 inh	0.79µM*	-5%	.	3%	9%	3%
GAA glycogen mod	1%	.	3%	-12%	2%	2%
GAA inhib	-6%	.	.	2%	4%	2%
GoLoco inh red	15%	10%	5%	3%	-14%	11%
SMN2 splice up	-72%[inhibitor]	-18%	.	.	-7%	-13%
JMJD2E inh	-15%	6%	-4%	-2%	-4%	-2%

Structural class, the entries above containing fluorine.
[4] CC(C)OC(=O)CSc1nnc2c(n1)[nH]c1ccc(F)cc12
[15] O=C(COC(=O)CNC(=O)c1ccccc1F)NCC(F)(F)F
[24] O=C(Cc1ccc(F)cc1)Nc1cccc(-c2ccc3nncn3n2)c1
screen / no.	4	15	24
aGal spleen mod	3%	1%	-3%
GAA spleen mod	-1%	-23%	-4%
ALDH1A1 inh	1%	1%	3%
GAA glycogen mod	2%	-11%	2%
GAA inhib	2%	14%	2%
GoLoco inh red	3%	3%	11%
SMN2 splice up	-7%	6%	-13%
JMJD2E inh	10%	1%	-2%

Next structures follow.
[25] Cc1ccc(-n2c3c(cc(C(=O)NCCCN4CCOCC4)c2=O)C(=O)CC(C)(C)C3)cc1
[26] CCC(Sc1nc2sc(C(=O)OC)c(C)c2c(=O)n1N)C(=O)NCC1CCCO1 (stereo unspecified)
[27] CCOC(=O)N1CCN(C(=O)CSc2nc3c(cnn3-c3ccc(Cl)cc3)c(=O)[nH]2)CC1
[28] Nc1ccc(-n2nncc2-c2ccco2)cc1
[29] COc1ccc(N2CCN(C(=O)Nc3ccccc3Cl)CC2)cc1
[30] O=C(CSc1ncn[nH]1)Nc1ccc(Br)cc1F
screen / no.	25	26	27	28	29	30
aGal spleen mod	2%	-1%	1%	-3%	2%	-2%
GAA spleen mod	-2%	-4%	5%	0%	5%	2%
ALDH1A1 inh	?	?	-1%	?	?	7%
GAA glycogen mod	-5%	0%	-1%	3%	-1%	-9%
GAA inhib	-3%	-1%	-2%	-1%	7%	7%
GoLoco inh red	-22%	-2%	6%	5%	15%	-11%
SMN2 splice up	8%	-16%	-16%	?	-2%	-24%
JMJD2E inh	2%	-7%	9%	-2%	23%	1%

[31] Cc1c(C(=O)c2ccccc2)oc2ccc3ccccc3c12
[32] CC(NC(=O)CCSc1nc(-c2ccco2)cc(C(F)(F)F)n1)c1ccccc1 (stereo unspecified)
[33] CCOC(=O)c1csc(NC(=O)C(C)(C)C)n1
[34] CCOC(=O)c1csc(NC(=O)c2ccc(S(=O)(=O)N3CCCC3)cc2)n1
[35] Cc1ccc(Nc2nc3nonc3[nH]c2=O)cc1Cl
[36] CNc1[nH]ncc1[N+](=O)[O-]
screen / no.	31	32	33	34	35	36
aGal spleen mod	5%	-15%	4%	-8%	-2%	-6%
GAA spleen mod	1%	-6%	-12%	-3%	-22%	.
ALDH1A1 inh	.	?	9%	?	?	11%
GAA glycogen mod	7%	-9%	-16%	-9%	0%	-12%
GAA inhib	.	?	-5%	-5%	-5%	-1%
GoLoco inh red	-2%	6%	6%	-8%	9%	-11%
SMN2 splice up	.	-7%	6%	-17%	-74%[inhibitor]	?
JMJD2E inh	-22%	-7%	0%	?	-2%	10%

[37] O=C(CSc1nnnn1-c1ccccc1)Nc1nsc(-c2ccccc2)n1
[38] O=c1[nH]cc(-c2ccccc2)c(=O)[nH]1
[39] O=C(Oc1ccc(-c2cnc3ccccc3n2)cc1)c1cc([N+](=O)[O-])ccc1Cl
[40] COc1ccc(-c2nc(CN3CCN(c4ccccc4OC)CC3)c(C)o2)cc1
[41] O=C(Cn1c(=O)oc2cc(S(=O)(=O)N3CCCC3)ccc21)Nc1ccc(C(F)(F)F)cc1
[42] Cc1nn(C(=O)Cn2ccc([N+](=O)[O-])n2)c(C)c1Br
screen / no.	37	38	39	40	41	42
aGal spleen mod	1%	-10%	0%	-1%	-2%	-6%
GAA spleen mod	-5%	-7%	4%	4%	-1%	-7%
ALDH1A1 inh	?	16%	0.22µM*	7%	-2%	10%
GAA glycogen mod	6%	-3%	-1%	17%	13%	-3%
GAA inhib	2%	-6%	-5%	13%	-2%	-13%
GoLoco inh red	4%	4%	0%	10%	-4%	-2%
SMN2 splice up	-1%	.	?	-32%[inhibitor]	-8%	25%
JMJD2E inh	0%	10%	2%	-28%	?	0%

[43] O=S(=O)(/C=C/c1ccccc1)N1CCN(c2ccccc2)CC1
[44] Cc1noc(C)c1-c1ccc2ncnc(N(C)C)c2c1
[45] CCn1c(/C=C/c2ccccc2C)nc2ccccc2c1=O
[46] O=C(O)CNC(=O)c1nc(-c2ccccc2)n(-c2ccccc2)n1
[47] O=C(O)c1ccc2ncsc2c1
[48] O=S(=O)(Nc1ccc2c(c1)nc1n2CCOC1)c1ccccc1
screen / no.	43	44	45	46	47	48
aGal spleen mod	5%	9%	-2%	-3%	-8%	12%
GAA spleen mod	5%	5%	1%	-1%	-2%	1%
ALDH1A1 inh	-3%	-9%	.	?	.	-5%
GAA glycogen mod	-9%	.	-1%	-9%	5%	-4%
GAA inhib	7%	.	.	1%	.	3%
GoLoco inh red	4%	8%	1%	-6%	8%	2%
SMN2 splice up	-15%	.	.	.	.	3%
JMJD2E inh	-5%	.	-10%	2%	14µM*	-3%

[49] COc1cccc2oc(-c3ccco3)cc(=O)c12
[50] Cc1cccc(/C(N)=N/OC(=O)c2ccc(Cl)cc2Cl)c1
[51] O[C@@H](c1ccccc1)C1CCN(CCc2ccccc2)CC1
[52] Cc1cccc(NC(=O)CC2SC(=O)N(c3ccccc3)C2=O)c1 (stereo unspecified)
[53] CCOc1ccc2ccccc2c1/C=N\NC(=O)OC
[54] Cc1cccc(C)c1NC(=O)COc1ccc2c(C)c(Cc3ccccc3)c(=O)oc2c1
screen / no.	49	50	51	52	53	54
aGal spleen mod	6%	-3%	1%	3%	6%	2%
GAA spleen mod	1%	3%	1%	-6%	9%	8%
ALDH1A1 inh	?	9%	-3%	10µM*	?	?
GAA glycogen mod	5%	2%	.	?	-11%	15%
GAA inhib	5%	4%	.	2%	0%	4%
GoLoco inh red	5%	10%	-3%	6%	1%	.
SMN2 splice up	16µM*	5µM*	.	?	2%	.
JMJD2E inh	?	-7%	?	-5%	?	?
